Gal4-VP16 FLuc: Gal4-VP16 reporter inhibition counter-screen. Drosophila S2 Gal4-VP16 UAS-luciferase, luminescence, 20 h. 310,000 compounds, 3.5% hits. Potency, µM (titrated, usually from 53.6 µM), for the others: top-dose activity, negative = inhibition, most hits filed as inhibitors. AID 2546;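 further: Gal4-VP16 expression switched on by copper sulfate through the metallothionein promoter; potency means the concentration at half of the fitted maximal effect; on the % scale 0 is the no-effect control and ±100 the full control effect; nearly all actives have a fitted effect of over 50% in size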
ELG1 DNA repair: ELG1-dependent DNA repair inhibition; HEK293T ELG1-luciferase reporter, luminescence, 16 h; DNA damage induced by 5-fluorouridine; Potency, µM (titrated, usually from 46.1 µM), without a hit: top-dose activity change, negative = inhibition, hits mostly inhibitors; 330,000 compounds, 2.3% hits; further: potency means the concentration at half of the fitted maximal effect; on the % scale 0 is the no-effect control and ±100 the full control effect; nearly all actives have a fitted effect of over 55% in size
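Reporter activity after DNA damage by 5-fluorouridine is monitored. Compound-treated cells incubate 16 hr at 37 °C, then ONE-Glo is added for 30 min before luminescence reading.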
Mito fusion yeast: blocks mitochondrial division or promotes mitochondrial fusion | S. cerevisiae fusion-defective mutant growth rescue, CellTiterGlo 48 h | Potency, µM (titrated, usually from 46.1 µM), for the others: top-dose growth rescue (activation), actives largely listed as activators | 320,000 compounds, 0.23% hits;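 further: potency means the concentration at half of the fitted maximal effect; % of control where 0% means no effect; nearly all actives have a fitted effect of over 45% in size; temperature-sensitive fusion mutants such as fzo1-1 at 37 °C on non-fermentable ethanol glycerol medium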
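S. cerevisiae fusion-defective temperature-sensitive mutants (e.g. fzo1-1, mgm1-5) grown 48 h at 37C in YPEG (ethanol/glycerol non-fermentable) medium with 23 nl compound per well; growth rescue read as CellTiterGlo luminescence.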
Menin-MLL TR inh: menin-MLL binding inhibition, Texas Red mutant peptide; Potency, µM (top dose mostly 61.6 µM), for inactives: top-dose FP activity change, negative = inhibition, most hits filed as inhibitors; 270,000 compounds, 0.23% hits; Menin + Texas Red MLL mutant peptide, fluorescence polarization; O00255; active means well fitted inhibition curve with a large enough effect in the polarisation, with a control signal flat, not every such curve was filed as active; inconclusive means small, poorly fitted or top-dose-only effect, or effect the other way, or a change in a side signal; inactive means no such curve, though single readings can be large or run the other way; the % refers to the polarisation; further: potency means the concentration at half of the fitted maximal effect; % of control where 0% means no effect; many of its hits are not listed in these tables
PKM2 act: increases activity of human pyruvate kinase M2; P14618; purified PKM2, Kinase-Glo ATP luminescence, activation; response scale: 0% is enzyme alone, no compound; Potency, µM (titrated, usually from 57.5 µM), inactives show top-dose activation, most hits filed as activators; 260,000 compounds, 0.34% hits; further: potency means the concentration at half of the fitted maximal effect; on the % scale 0 is the no-effect control and ±100 the full control effect; nearly all actives have a fitted effect of over 55% in size
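hPK-M2, >95% pure; 0.1 mM ADP / 0.5 mM PEP final; imidazole pH7.2 buffer w/ 7 mM MgCl2, 50 mM KCl; 1 h RT; Kinase-Glo lum. Intermediate enzyme activity for dual inhibitor/activator qHTS.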
NPC1 promoter act: activates the NPC1 promoter; Huh7 NPC1 promoter luciferase reporter, 24 h; Potency, µM (highest dose often 9.22 µM), for the others: at the top dose activation, actives largely listed as activators; 320,000 compounds, 2.4% hits; AID 485313;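 further: potency means the concentration at half of the fitted maximal effect; % of control where 0% means no effect; nearly all actives have a fitted effect of over 60% in size; reporter is driven by a mutant NPC1 promoter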
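Huh7 cells stably carrying NPC1 promoter–luciferase, plated in Opti-MEM with 10% FBS for 2 h, were exposed to compound in DMSO for 24 h at 37 °C; luciferase reagent was added for 10 min and luminescence read.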
KCNH2 3.1 block: blocks the human KCNH2 3.1 channel isoform; 340,000 compounds, 0.95% hits; U2OS KCNH2 3.1, thallium flux FluxOr; stronger effect = lower value; activity change, % (tested at about 1.8 µM);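 active means maximum activity change below -70%; inconclusive means maximum activity change from -70% to -50%; inactive means maximum activity change above -50%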;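 further: thallium influx rate constant from kinetic fluorescence after stimulation buffer; on the % scale 0 is the no-effect control and ±100 the full control effect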
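Virally transduced U2OS (3.1 isoform, 4 h infection in dark at RT) → overnight 37 C → FluxOr + Red40 in HBSS/HEPES, 45 min → stimulation buffer, 2 min kinetic read → rate constant vs DMSO controls.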
Rab9 promoter act: activates the Rab9 promoter; Huh7 Rab9 promoter-luciferase reporter, luminescence, 24 h; Potency, µM (top dose mostly 9.22 µM), inactives show top-dose activation, negative = inhibition, most hits filed as activators; 320,000 compounds, 2.8% hits; AID 485297; further: potency means the concentration at half of the fitted maximal effect; % of control where 0% means no effect; nearly all actives have a fitted effect of over 60% in size
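Quantitative HTS format; Huh7 Rab9-luciferase reporter cells (1500/well) receive compound 2 h post-plating, incubate 24 h at 37 °C, then get luciferase reagent for 10 min before luminescence reading.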
MBNL1 CUG block: MBNL1-poly(CUG) RNA binding inhibition; 280,000 compounds, 0.036% hits; Potency, µM (doses to about 57.5 µM), inactives show at the highest dose activity change, negative = inhibition, usual class: inhibitors; Q9NR56; TR-FRET MBNL1-His/biotin-(CUG)12 binding, 665/545 ratio; active means well fitted inhibition curve with a large enough effect in the signal ratio, with a control signal flat, not every such curve was filed as active; inconclusive means small, poorly fitted or top-dose-only effect, or effect the other way, or a change in a side signal; inactive means no such curve, though single readings can be large or run the other way; the % refers to the signal ratio; further: potency means the concentration at half of the fitted maximal effect; on the % scale 0 is the no-effect control and ±100 the full control effect
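TR-FRET readout: Ex 340 nm, 665/545 nm emission ratio, normalized to buffer-only (basal) and MBNL1-(CUG)12 controls. Complex of MBNL1-His with Biotin-(CUG)12, compounds 92 nM–58 uM, incubated 60 min at room temperature.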
FLuc counter: firefly luciferase modulation, counter-screen for miR-21 project | P08659 | purified FLuc, Km substrates, luminescence inhibition | Potency, µM (titrated, usually from 57.5 µM), for the others: top-dose activity change, negative = inhibition, usual class: inhibitors | 360,000 compounds, 6.9% hits;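 further: potency means the concentration at half of the fitted maximal effect; plate controls were vehicle for no effect and reference inhibitor for full effect; nearly all actives have a fitted effect of over 55% in size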
Target sequence (P08659 whole entry, looked up): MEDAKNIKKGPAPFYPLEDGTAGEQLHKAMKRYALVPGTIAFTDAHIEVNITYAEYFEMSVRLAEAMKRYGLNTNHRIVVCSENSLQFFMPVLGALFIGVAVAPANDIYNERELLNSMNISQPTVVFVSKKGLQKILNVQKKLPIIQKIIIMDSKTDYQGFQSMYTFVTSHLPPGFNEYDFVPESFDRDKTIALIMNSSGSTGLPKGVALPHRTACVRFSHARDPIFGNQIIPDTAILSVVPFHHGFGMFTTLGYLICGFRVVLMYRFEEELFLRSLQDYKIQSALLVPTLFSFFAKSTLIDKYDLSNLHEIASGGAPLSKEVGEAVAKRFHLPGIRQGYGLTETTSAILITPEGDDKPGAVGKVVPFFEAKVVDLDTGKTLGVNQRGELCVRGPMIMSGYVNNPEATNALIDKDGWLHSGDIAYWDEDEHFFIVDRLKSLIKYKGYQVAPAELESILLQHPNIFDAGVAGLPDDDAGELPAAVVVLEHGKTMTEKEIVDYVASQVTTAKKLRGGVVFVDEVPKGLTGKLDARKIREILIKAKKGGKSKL
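Purified P. pyralis luciferase, 10 nM final, with Km-level 10 uM D-luciferin and 10 uM ATP in 50 mM Tris acetate pH 7.5, 10 mM Mg acetate, 0.01% Tween-20, 0.05% BSA; 6-point qHTS titration about 60 µM downward; luminescence read.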
RORgamma inh: ROR gamma (mouse) transcription inhibition. Drosophila S2 Gal4-RORgamma UAS-luciferase reporter, 20 h. Potency, µM (series often up to 53.6 µM), for inactives: top-dose activity change, negative = inhibition, usual class: inhibitors. 310,000 compounds, 5.4% hits. AID 2551; further: potency means the concentration at half of the fitted maximal effect; on the % scale 0 is the no-effect control and ±100 the full control effect; nearly all actives have a fitted effect of over 60% in size
Target sequence (P51450 whole entry, looked up, the tested form may be a part): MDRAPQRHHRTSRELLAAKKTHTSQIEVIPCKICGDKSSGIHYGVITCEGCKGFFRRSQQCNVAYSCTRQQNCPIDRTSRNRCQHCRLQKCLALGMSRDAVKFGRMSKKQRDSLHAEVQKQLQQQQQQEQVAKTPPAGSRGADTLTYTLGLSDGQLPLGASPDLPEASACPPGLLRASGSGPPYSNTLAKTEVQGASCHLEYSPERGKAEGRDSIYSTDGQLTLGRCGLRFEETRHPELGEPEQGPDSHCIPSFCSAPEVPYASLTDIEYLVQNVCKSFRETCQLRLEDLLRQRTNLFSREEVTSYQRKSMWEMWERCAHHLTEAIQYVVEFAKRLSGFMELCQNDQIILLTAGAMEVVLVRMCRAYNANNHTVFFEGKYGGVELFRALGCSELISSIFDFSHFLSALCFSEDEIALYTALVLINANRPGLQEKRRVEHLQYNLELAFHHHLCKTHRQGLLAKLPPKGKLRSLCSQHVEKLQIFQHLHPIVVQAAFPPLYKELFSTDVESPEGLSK
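A Gal4/UAS one-hybrid system in insect cells: metallothionein-promoter Gal4–ROR gamma fusion plus Photinus luciferase reporter. Copper sulfate 700 uM final, 20 hr ambient incubation, luminescent detection after 10 min with reagent.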
* = called active by the depositor; ? = inconclusive; . = no result given; [ ] = another dose, or the depositor's remark. Unless noted, the call rests on the fitted dose curve; in most records, active means well fitted curve in the direction sought with a large enough effect; inconclusive means small, poorly fitted or top-dose-only effect, or another doubt; inactive means no such curve, though single readings can be large; an effect the other way counts as inactive or inconclusive. These rows are one share of the data; count on the stated rates, not on these rows.

SMILES | Gal4-VP16 FLuc | ELG1 DNA repair | Mito fusion yeast | Menin-MLL TR inh | PKM2 act | NPC1 promoter act | KCNH2 3.1 block | Rab9 promoter act | MBNL1 CUG block | FLuc counter | RORgamma inh
O=C(NCCc1cccc(F)c1)/C(=C/c1cccnc1)NC(=O)c1ccccc1 | 5% | 12% | -6% | 12% | 0% | -1% | -6 | -5% | 4% | -2% | -11%
Cc1c(NCc2nc3ccccc3[nH]2)c(=O)n(-c2ccccc2)n1C | -11% | 17% | -2% | -1% | -3% | -6% | -14 | 4% | ? | 15µM* | -8%
COc1cc(/C=N/Nc2ncc(C(F)(F)F)cc2Cl)cc(OC)c1O | 20µM* | 13µM* | -6% | -1% | 0% | 0% | -43 | 0% | 11% | -17% | 11µM*
Cc1cccc(-n2c(C)cc(C(=S)N3CCOCC3)c2C)c1C | 7% | -24% | 4% | -12% | 0% | -3% | -6 | -5% | -7% | 1% | 11%
CC1CCN(C(=O)/C(=C\c2ccccc2F)NC(=O)c2ccccc2)CC1 | -9% | -7% | 3% | . | . | 0% | -4 | -2% | -7% | -2% | -3%
COc1cc(CNCCc2c[nH]c3ccccc23)ccc1OCc1ccc(F)cc1 | 1% | -11% | -19% | -1% | 0% | 0% | -88* | 0% | -3% | -2% | -33%
Cc1ccc(Cl)c(OCC(=O)OCC(=O)NC2CCCc3ccccc32)c1 (centres undefined) | -7% | 20% | -3% | 6% | -8% | 0% | -12 | 4% | 3% | 2% | 6%
CCOc1ccc(N2C(=O)c3cccnc3C2Nc2ccc(C)c(C)c2)cc1 (centres undefined) | -4% | 2% | -2% | -5% | 1% | -2% | 0 | -1% | 3% | 4% | -26%
COC(=O)c1ccc(S(=O)(=O)N2Cc3ccccc3C2)cc1 | -5% | 7% | 9% | 6% | 16% | -2% | 21 | 1% | . | 2% | -5%
CC(OC(=O)Cc1c(F)cccc1Cl)C(=O)NCCC1=CCCCC1 (centres undefined) | -15% | 4% | 17% | -10% | 4% | -4% | -2 | 0% | -12% | -1% | 22%
CN(C)/N=C1\CCS(=O)(=O)c2sccc21 | 5%[10 µM] | -18% | 3% | 7% | 0% | -3% | 12 | -4% | -2% | 4% | 8%
N#CCC(=O)N/N=C/c1cc([N+](=O)[O-])ccc1N1CCOCC1 | 4% | 8% | 5% | 11% | . | -4% | -2 | -1% | ? | 2% | 0%
C/C=C/c1ccc(OCCCCN2CC(C)CC(C)C2)c(OC)c1 (centres undefined) | 7% | 5% | -7% | ? | -1% | 1% | 2 | -4% | -5% | 1% | 1%
CCOc1ccc(-c2nc(N)ncc2Oc2ccccc2Br)c(O)c1 | ? | -7% | 15% | ? | -3% | 0% | -11 | 0% | 58%[activator] | -11% | -23%
CC1CN(c2ccc([N+](=O)[O-])cc2C#N)CC(C)O1 (centres undefined) | -10% | ? | 8% | 12% | -5% | 2% | -1 | 2% | ? | -3% | -2%
Cc1ccc(S(=O)(=O)N2CCN(C(=O)COC(=O)CCOc3ccc(C(C)(C)C)cc3)CC2)cc1 | . | 4% | 15% | . | . | -9% | -21 | 0% | . | ? | .
Oc1ccccc1Oc1ncc(Br)c(Cl)n1 | -22% | 7% | -7% | 13% | . | -6% | 0 | -2%[1.84 µM] | -1% | 0% | 33%
Cc1ccc(S(=O)(=O)N2CCOCC2)cc1C(=O)OC1CCOC1=O (centres undefined) | . | 2% | -2% | . | . | 0% | 2 | -3% | . | -1% | .
COC(c1ccccc1)c1nnc(CCC(=O)N2CCN(CCOc3ccccc3)CC2)o1 (centres undefined) | -1% | -4% | -3% | -29% | 2% | -4% | 9 | -1% | -1% | 1% | 20%
O=C(Nc1ccc(Br)cc1F)c1ccc2nsnc2c1 | 1% | ? | 3% | -3% | -8%[0.46 µM] | 1.6µM* | 0 | 3.5µM* | 57%[activator] | ? | 29%
CCOc1ccc(Cc2nnc(SCC(=O)Nc3ccccc3)n(N)c2=O)cc1 | . | 29% | -1% | . | . | 1% | -18 | -2% | . | ? | .
COc1ccc(CNC(=O)CCN2C(=O)[C@@H]3Cc4ccccc4CN3C2=O)cc1 | -5% | 17% | -1% | . | . | 0% | -10 | -6% | -4% | 0% | -2%
COCCn1c(C23CC4CC(CC(C4)C2)C3)n[nH]c1=S | 1.1µM* | ? | 0% | -25% | -13% | -1% | -4 | -3% | -1% | -1% | 4µM*
Cc1noc(C)c1S(=O)(=O)NCCCN1CCN(Cc2ccccc2)CC1 | -1% | 2% | -8% | . | -1% | 3% | . | -3% | -2% | 0% | 1%
COc1ccc(OC)c(CN2CCN(C(=O)c3ccc(S(=O)(=O)Nc4ccccc4F)cc3)CC2)c1 | . | -2% | -3% | . | . | 2% | 4 | -1% | . | 1% | .
O=C(NNc1ccccn1)C(=O)NNS(=O)(=O)c1ccc(F)cc1 | -7% | 21µM* | -11% | 4% | -8% | -1% | 7 | -7% | 13% | -5% | -39%
O=C1NCCCCC1NS(=O)(=O)c1ccc(Cl)cc1 (centres undefined) | 1% | 6% | 5% | 15% | . | -1% | 14 | -2% | -2% | -1% | -8%
CCOC(=O)c1ccc(N2C(=O)CC(Sc3nc(C)cc(C)n3)C2=O)cc1 (centres undefined) | -5% | 10% | -18% | 0% | 3% | 0% | 3 | 4% | -4% | 1% | -10%
Cc1oc(/N=C/c2ccccc2)c(C#N)c1C | -4% | 2% | 0% | 2% | -1% | 2% | 7 | 4% | 9% | 12µM* | 0%
COc1ccc(Nc2nnc(Cc3ccncc3)c3ccccc23)c(OC)c1 | -1% | ? | 18% | -26% | . | -2% | 8 | -1% | 11% | ? | 13%
O=C(NCCCn1ccnc1)c1cc(C(=O)C2CCCCC2)c[nH]1 | -13% | -9% | 9% | -6% | -5% | -1% | 11 | 20% | -6% | 0% | 5%
COc1ccc(CCNC(=O)COc2coc(CN3c4ccccc4CC3C)cc2=O)cc1OC (centres undefined) | . | ? | -5% | . | . | -3% | -3 | -13% | . | 4% | .
CCN(CC(=O)Nc1ccc2c(c1)OCCO2)C(=O)c1ccc(C(F)(F)F)cc1 | . | ? | 3% | . | . | 1% | -13 | 17% | . | ? | .
C[C@H](NC(=O)c1cc2cc(Cl)ccc2n1C)C(=O)N[C@@H](C(=O)O)c1ccccc1 | -4% | 15% | -12% | -3% | . | 0% | 28 | -1% | -2% | 1% | 26%
CCCCNC(=O)CNC(=S)N(Cc1ccccc1F)C1CCCCC1 | -15% | -11% | 3% | ? | 1% | -4% | 8 | -1% | -1% | -7% | 13µM*
O=c1[nH]c(SCc2ccccc2F)nc2ccccc12 | -4% | 1% | -24% | ? | -3% | -2% | 14 | 6% | 69%[activator] | 0% | 25%
O=C(O)CCc1ccc(-c2ccc(Br)cc2)n1-c1cccc(O)c1 | -8% | -2% | 30% | 25% | . | 3% | -9 | 0% | 0% | -2% | 3%
N#Cc1c(N)nc(N)nc1Nc1ccc(Br)cc1 | 1% | ? | -45%[inhibitor] | 32%[activator] | -26% | 1.3µM* | -7 | 1.4µM* | -9% | 6µM* | -9%
Cc1cc(Oc2ccccc2)nc(OCC#N)n1 | -20% | 6% | 13% | 21% | 7% | 2% | 6 | -15% | -16% | -3% | 5%
CCOC(=O)Nc1sc(NS(=O)(=O)c2ccccc2)nc1C | -3% | -1% | 0% | 2% | -1% | -2% | -20 | 1% | -5% | 3% | -17%
COc1ccc(C(c2c(O)nc(SC)n(C)c2=O)c2c(O)nc(SC)n(C)c2=O)cc1O | -4% | 12% | 0% | 3% | 1% | -4% | -7 | 1% | ? | -1% | 0%
Cc1cc(NC(=O)Cn2nnc(-c3ccccc3NC(=O)c3ccccc3F)n2)no1 | -6% | -26% | 7% | ? | 0% | -2% | -10 | -4% | 18% | -1% | 9%
Cc1ccc(S(=O)(=O)NCCC(=O)NCCCSc2ccccc2)cc1 | . | -18% | 7% | . | . | 4% | 3 | 0% | . | -5% | .
Cc1ccc(/C=N/NC(=O)C(NC(=O)c2ccccc2)c2n[nH]c(=O)c3ccccc23)cc1 (centres undefined) | -6% | ? | -1% | ? | 2% | 7% | 4 | 4% | 3% | 19µM* | 89%
CCCCNc1nc2ccccc2n1CC(=O)N1CCc2ccccc2C1 | 1% | ? | 5% | 11% | -1% | -4% | -3 | -6% | 1% | 1% | -18%
O=C1c2ccccc2NC(c2ccccn2)N1c1ccc(Cl)cc1 (centres undefined) | 1% | ? | 0% | -8% | 0% | 21% | 11 | ? | 5% | -19% | 37%
